FXN GAA850 act: frataxin GAA850 promoter activation. HEK293 lucGAA850 FXN promoter luciferase reporter, 24 h; percent of 10 µM SAHA response. activation, % at 6 µM. actives 0.56% (n = 360,000). AID 540364;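 active means activation above the average of all compounds screened plus 3 SD, cutoff fixed separately per campaign, cut at about 7.5% in these data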;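 further: 0% = DMSO wells and 100% = 10 µM SAHA wells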
DAX1 inh-1: inhibitors of human orphan nuclear receptor DAX1 (NR0B1). P51843. HEK293 Gal4-DAX1 luciferase reporter, luminescence. inhibition, % at 6.75 µM. actives 0.99% (n = 340,000). AID 504766;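 active means inhibition above the mean over all tested compounds plus 3 SD, cut at about 4.2% in these data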;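 further: 0% = DAX1-transfected cells with DMSO and 100% = empty-vector control cells with DMSO; inhibition shows as a rise in luminescence from relieved DAX1 repression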
Target sequence (P51843 207-470 limits assumed): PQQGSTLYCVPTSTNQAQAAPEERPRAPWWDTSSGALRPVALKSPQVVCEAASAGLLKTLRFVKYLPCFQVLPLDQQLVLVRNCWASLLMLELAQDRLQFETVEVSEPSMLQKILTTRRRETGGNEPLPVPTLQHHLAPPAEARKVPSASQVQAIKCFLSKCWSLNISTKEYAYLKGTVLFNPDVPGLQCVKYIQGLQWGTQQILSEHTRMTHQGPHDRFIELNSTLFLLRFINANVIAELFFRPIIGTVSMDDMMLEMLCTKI
hgDAF-12 ag: hgDAF-12 agonism, primary luciferase screen | activation, % at 6.8 µM | AID 687014 | actives 1.8% (n = 370,000) | HEK293 GAL4-hgDAF12 UAS-luciferase reporter, agonist luminescence; normalized to butyrate control;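 active means activation above a cutoff set at the mean of all screened compounds plus 3 SD, cut at about 10% in these data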;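 further: 0% = DMSO wells and 100% = sodium butyrate wells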
ADAM10 inh: ADAM10 inhibition, QFRET primary screen | recombinant ADAM10, EDANS/DABCYL FRET peptide cleavage, 3 h | O14672 | inhibition, % at 7 µM | actives 0.62% (n = 370,000);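 active means inhibition above a per-campaign cutoff equal to the mean of compounds falling between control-based bounds plus 3 SD, cut at about 20% in these data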;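 further: 0% = DMSO wells while the 100% control is not disclosed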
Target sequence (O14672 214-748 limits assumed): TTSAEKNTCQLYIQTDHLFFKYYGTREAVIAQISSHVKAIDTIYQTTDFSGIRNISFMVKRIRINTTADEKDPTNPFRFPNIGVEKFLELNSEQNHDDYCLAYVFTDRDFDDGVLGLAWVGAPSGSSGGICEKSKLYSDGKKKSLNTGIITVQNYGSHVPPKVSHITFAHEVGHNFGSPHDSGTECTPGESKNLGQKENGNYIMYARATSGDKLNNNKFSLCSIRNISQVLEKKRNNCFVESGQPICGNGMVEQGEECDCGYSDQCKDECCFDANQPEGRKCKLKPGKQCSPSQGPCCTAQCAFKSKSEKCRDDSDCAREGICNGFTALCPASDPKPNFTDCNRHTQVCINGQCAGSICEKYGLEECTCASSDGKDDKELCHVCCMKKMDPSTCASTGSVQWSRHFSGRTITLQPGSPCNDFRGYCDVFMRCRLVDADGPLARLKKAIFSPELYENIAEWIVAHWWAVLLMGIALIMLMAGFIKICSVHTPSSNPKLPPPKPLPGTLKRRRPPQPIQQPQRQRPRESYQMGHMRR
DAX1 inh-2: blocks DAX1 repression of SF-1 activated StAR promoter; HEK293T StAR-luciferase reporter, SF-1/DAX-1 repression relief; AID 652010; actives 1.1% (n = 370,000); inhibition, % at 6.8 µM;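 active means inhibition above the mean over all tested compounds plus 3 SD, cut at about 3.6% in these data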;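 further: 0% = DAX-1 cells with DMSO and 100% = cells lacking DAX-1 with DMSO; higher inhibition means more luminescence from relief of DAX-1 repression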
NPR1 activator: GC-A (human) enzyme activation | P16066 | HEK293 GC-A cells, cGMP TR-FRET, EC30 ANP; 0% at EC30 ANP, 100% saturating ANP | activation, % at 10 µM | actives 0.14% (n = 370,000); in the data active means activation above about 40%
hcDAF12 agonist: activates DAF-12 receptor from parasite H. contortus | activation, % at 6.8 µM | HEK293 hcDAF-12 lit1-tk-luc reporter, luminescence; 0% DMSO, 100% Δ7-dafachronic acid | actives 1.4% (n = 370,000);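 active means activation above the mean of all tested compounds plus 3 SD, cut at about 5.5% in these data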;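 further: 100% = response to 3 µM Δ7-dafachronic acid high control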
ssDAF-12 act: activators of S. stercoralis DAF-12 nuclear receptor; HEK293 ssDAF-12/GRIP1 lit1-tk-luc reporter, luminescence; % of 3 µM dafachronic acid response; activation, % at 6.8 µM; actives 1% (n = 370,000);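 active means activation above the mean over all tested compounds plus 3 SD, cut at about 0.9% in these data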;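 further: 0% = DMSO-only wells and 100% = 3 µM delta7-dafachronic acid wells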
PG9 Ab binder: small molecules binding HIV-1 gp120 antibody PG9 | TR-FRET gp120-PG9 antibody binding | AID 624416 | inhibition, % at 6.7 µM | actives 0.43% (n = 360,000); in the data active means inhibition above about 8.5%
ADAM17 inh: ADAM17 inhibition, QFRET primary screen | AID 720648 | inhibition, % at 6.95 µM | actives 0.83% (n = 370,000) | recombinant ADAM17, EDANS/DABCYL FRET peptide cleavage;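 active means inhibition above the mean of compounds lying between control limits plus 3 SD, set per campaign, cut at about 8.5% in these data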;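 further: 0% = DMSO-only wells as the low control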
SMARCA2 act: activators of SMARCA2 function; MG213 cells, MMTV-luciferase reporter, dexamethasone, overnight; actives 1% (n = 370,000); activation, % at 9.1 µM; in the data active means activation above about 7.8%;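 further: 0% = vehicle wells and 100% = reference activator wells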
* marks the source's active call; other numbers are inactive results; nt = no result given.

Sample of the layout, two compounds:
SMILES,FXN GAA850 act,DAX1 inh-1,hgDAF-12 ag,ADAM10 inh,DAX1 inh-2,NPR1 activator,hcDAF12 agonist,ssDAF-12 act,PG9 Ab binder,ADAM17 inh,SMARCA2 act
COc1ccc(C(=O)c2ccccc2)cc1CN1CCOCC1,-1.9,0.6,3.2,-7,-1.1,0,-1.4,-1.2,0.1,-3,-2
CCOc1ccc(NC(=O)CSc2nnc(N)s2)c([N+](=O)[O-])c1,-0.8,2.4,-2.8,-4,0.1,1,-1.2,-2.1,0.8,0,3

Main list, from the first entry:
SMILES,FXN GAA850 act,DAX1 inh-1,hgDAF-12 ag,ADAM10 inh,DAX1 inh-2,NPR1 activator,hcDAF12 agonist,ssDAF-12 act,PG9 Ab binder,ADAM17 inh,SMARCA2 act
COc1ccc(C(=O)c2ccccc2)cc1CN1CCOCC1,-1.9,0.6,3.2,-7,-1.1,0,-1.4,-1.2,0.1,-3,-2
CCOc1ccc(NC(=O)CSc2nnc(N)s2)c([N+](=O)[O-])c1,-0.8,2.4,-2.8,-4,0.1,1,-1.2,-2.1,0.8,0,3
O=C(O)Cn1cnc2scc(-c3ccccc3)c2c1=O,-2.6,1.1,-1.1,11,-0.2,0,0.1,-1.1,-2.7,-1,2
Cc1occc1C(=O)Nc1ccc2c(c1)OCO2,0.8,1.4,6.2,-6,1.5,6,0.6,-0.2,0.8,-2,-1
Cc1ccnc(NS(=O)(=O)c2ccc(Cl)nc2)c1,-1.9,-0.7,-2.0,1,-0.5,5,-2.0,-0.4,-0.8,0,-5
O=C(CN1CCN(c2ccccc2O)CC1)NC(c1ccccc1)c1ccccc1,-2.3,-1.8,-0.6,3,-0.8,-5,0.8,-1.1,0.6,-1,-2
NC(=O)c1ccsc1NC(=O)COC(=O)Cc1cccc2ccccc12,-4.2,-4.1,-3.4,-4,-1.7,8,-3.1,-2.4,-0.4,2,-7
Cc1ccc(C)c(OCCC(=O)OCC(=O)NC(=O)NCc2ccccc2)c1,1.3,-0.1,-1.6,-7,-1.5,4,-0.3,-1.1,0.1,-1,1
CCOC(=O)C1=C(O)C(=O)N(c2ccccc2)C1c1cccc([N+](=O)[O-])c1 (configuration not stated),-0.7,2.1,0.9,-3,0.6,-3,0.0,-0.8,1.4,-5,-3
O=C(C[C@@H]1C/C=C\C[C@H](NC(=O)OCC2c3ccccc3-c3ccccc32)C(=O)O[C@H](c2ccccc2)CNC1=O)NCCO,0.7,-0.4,-0.5,-1,-0.6,-2,-2.3,-0.5,-0.7,0,-1
Cc1cccc(OCC(=O)NNC(=O)C2CCCCC2C(=O)O)c1 (configuration not stated),1.0,0.7,-1.9,7,0.8,-5,1.4,-0.9,0.4,-4,-5
COc1cc(OC)c(Cl)cc1N,-1.1,1.6,-1.9,3,-0.7,-6,-1.2,-1.1,-4.8,-3,4
CCOC(=O)c1c(C)n(C)c2ccc(OCC(O)CN3CCC(C)CC3)cc12 (configuration not stated),-0.5,3.8,-0.2,-4,1.0,-2,-1.0,-1.8,0.9,-2,3
CCOC(=O)c1nn(C23CC4CC(CC(C4)C2)C3)c2c1C(=O)N(c1ccc(C)cc1)C2=O,-0.3,1.1,-0.6,-3,0.2,-1,-1.6,-1.5,-0.9,0,0
COCC(C)N1CCC(n2nccc2NC(=O)CCOc2ccccc2)CC1 (configuration not stated),0.7,0.8,-0.6,-5,1.6,1,1.7,-0.6,-0.4,-4,-2
Cc1ccc(Nc2c([N+](=O)[O-])c(=O)n(C)c3ccccc23)cc1C,3.9,-0.6,-0.6,4,0.1,5,-0.1,-0.3,2.3,-3,-3
C[n+]1ccccc1/C=C/c1ccc(F)c(F)c1,0.6,-0.2,-1.3,3,-0.1,8,-2.0,-0.6,-2.9,0,1
Fc1cccc(NC(=S)N2CCc3ccccc32)c1,4.4,0.1,3.8,-2,0.1,-1,4.0,0.5,-1.5,-1,-2
CCOc1ccc(CCNC(=O)c2cc3sc(Cl)cc3n2C)cc1OCC,-0.5,-0.3,0.1,3,-0.1,-4,-0.6,-1.1,-0.1,-1,1
Cc1ccc(C)c(NS(=O)(=O)c2cc(Br)cnc2N)c1,1.1,-0.4,-0.9,2,-0.7,-9,-0.8,-0.9,0.7,0,3
O=C(Nc1ccccc1)N1CCSCC1,1.0,-0.4,-2.2,11,-0.3,1,-0.8,-1.3,0.9,0,0
Cc1ccc(S(=O)(=O)N2CCN(c3cccc(C)c3)CC2)cc1,-1.5,0.1,0.0,-4,0.2,-4,1.3,-1.1,1.2,-1,-3
O=C(NNC(=O)c1c(F)cccc1F)c1ccccc1-n1cccc1,0.3,2.8,3.0,-3,0.9,2,-1.2,-0.1,-1.4,-7,-5
Cc1ccc(Sc2nc(C)cc(C)c2S(C)(=O)=O)cc1,0.2,-0.6,-2.4,12,-0.1,-15,-0.8,-0.6,3.1,6,-1
Cc1nc(CSc2nsc(/C=C/N(C)C)c2C#N)cs1,3.8,0.0,-2.7,4,0.1,2,-1.2,-1.2,-1.8,1,0
CC12CCC(=O)N1C(C(=O)OCC(=O)Nc1ccc(Cl)c(Cl)c1)CS2 (configuration not stated),0.2,0.4,0.7,3,1.3,-7,-0.6,-2.3,3.4,-1,-1
CCC1([N+](=O)[O-])COC(c2ccc(C(C)C)cc2)OC1 (configuration not stated),6.0,0.5,13*,-7,3.5,3,0.6,-0.2,-0.7,1,4
Cc1ccnc(SCc2cc(=O)c(OC(=O)c3cc([N+](=O)[O-])ccc3Cl)co2)n1,2.0,0.1,-3.2,8,-0.2,-1,-0.4,-1.1,-3.3,2,1
Cc1cc(C)cc(N2C(=O)CC(Sc3ccccc3C(=O)O)C2=O)c1 (configuration not stated),2.3,0.3,-0.7,-7,0.4,-1,-0.2,-1.7,0.6,-5,-1
Cc1ccc2nc(NC(=O)c3ccc(S(=O)(=O)N4CCCc5ccccc54)cc3)sc2c1,-0.5,-0.9,0.0,-4,0.3,-6,-1.3,-1.1,-0.6,-5,-1
O=C(NC1CC1)c1ccc(NC(=O)C2CCC2)cc1,2.1,0.6,2.8,-3,1.7,0,-0.4,-1.0,-0.1,-4,-3
O=C(CSc1nccc(=O)[nH]1)Nc1ccc(S(=O)(=O)N2CCOCC2)cc1,2.6,0.6,1.2,-14,-0.1,3,-1.7,-1.6,-1.0,-2,1
O=[N+]([O-])c1cnc2ccccc2c1Sc1ccccc1,nt,nt,0.6,-6,nt,8,2.7,-0.8,nt,-2,nt
O=C(NCc1ccccc1OC(F)(F)F)C1CCC(=O)N(Cc2cccc(F)c2)C1 (configuration not stated),-0.4,-0.7,1.0,-4,-0.5,4,-1.1,-1.0,-2.2,1,3
OCCC1CN(Cc2ccc3nsnc3c2)CCN1C1CCCCC1 (configuration not stated),1.3,1.8,-1.9,3,0.1,-3,-1.1,-1.3,-3.1,1,0
CC(Sc1nnc(C2CC2)n1C1CC1)C(=O)N(C)C1(C#N)CCCCC1 (configuration not stated),0.5,1.0,-0.3,-3,-0.3,0,-0.5,-0.8,2.3,-1,-1
CC(NC(=O)C1(C)CC1(Br)Br)C(C)(C)C (configuration not stated),1.7,-0.6,-0.8,-2,-0.3,2,-1.8,-1.4,-0.8,-3,3
Cc1cccc(NC(=O)[C@@H](NC(=O)[C@@H]2Cc3ccccc3CN2)C(C)C)c1,-2.5,0.9,4.3,5,0.6,1,2.6,-0.3,-2.3,-3,2
CC1CN/C(=C\C(=O)c2ccc(Cl)cc2)C(=O)N1 (configuration not stated),0.6,1.4,12*,4,3.5,35,4.8,0.7,-3.3,-2,5
CCOC(=O)C1=CCC(c2ccc(F)cc2)N(S(=O)(=O)c2ccc(C)cc2)C1 (configuration not stated),nt,nt,0.2,3,-2.6,0,-1.2,-0.7,-0.9,3,-2
CC(=O)Nc1ccc(NC(=O)/C(Cl)=C/c2ccccc2)cc1,4.0,3.2,3.1,5,0.5,2,2.4,-0.5,-2.6,0,4
CC(=O)c1cccc(NC(=O)C2CCN(S(=O)(=O)c3cccs3)CC2)c1,0.7,-0.3,0.6,2,0.4,-3,-2.6,-1.4,-1.0,-2,-1
O=C(c1ccc(N2CCNCC2)cc1)c1cccnc1,-1.0,0.4,-1.3,9,-1.5,0,-2.0,-1.6,1.3,2,-2
CCCCN1C(=O)/C(=C(/C#N)C(N)=O)c2ccccc21,-0.1,-0.5,0.1,-9,0.2,6,-2.0,-0.4,0.1,2,-2
CCOC(=O)C1(C(=O)OCC)Cc2c([nH]c3ccccc23)[C@]2(N1)C(=O)N(C)c1ccc(Br)cc12,nt,nt,-0.6,25*,-1.2,-20,3.5,-0.5,nt,12*,-4
O=C(CSc1nc2c(c(=O)[nH]1)CCC2)Nc1cccc(F)c1,1.1,0.4,-2.6,-2,-0.1,-3,-0.2,-1.4,-0.5,1,-2
O=C(CC(C(=O)c1ccccc1)c1ccccc1)c1ccccc1 (configuration not stated),-2.2,0.6,3.5,-9,-1.2,-1,-1.2,-1.6,0.6,-1,-1
COc1ccc(C(=O)NC2CCCCCC2)cc1S(=O)(=O)N1CCOCC1,-2.1,0.6,0.6,-5,0.6,-1,-0.1,-0.9,-0.7,-2,-2
CO/N=C/c1ccc(N2CCN(C(=O)c3ccc(C)cc3)CC2)c([N+](=O)[O-])c1,-1.1,-0.3,-2.8,5,-0.7,-7,-0.3,-1.1,1.3,2,-3
S=C(N/N=C/c1ccccc1)N1CCOCC1,5.7,-0.6,7.3,-4,0.6,4,3.2,0.8,-2.6,-3,5
O=C(CC(c1ccccc1)c1ccccc1O)NCCN1CCOCC1 (configuration not stated),-2.7,1.1,-0.4,4,-0.3,4,-1.1,-0.8,-0.1,0,2
COc1ccc(OC)c(NC(=O)CN2C(=O)CSc3ccc(S(=O)(=O)N4CCCC4)cc32)c1,0.9,-0.6,-0.2,11,0.2,-4,0.3,-0.6,-0.7,-1,4
CNC(=O)CSc1cnc2ccccc2n1,4.1,0.2,0.5,-10,0.1,0,5.1,-0.3,-1.3,-6,0
CCC(C)(C)NC(=O)CCCSc1nc2ccccc2[nH]1,3.0,-0.5,-0.2,4,1.5,3,-0.7,0.3,1.3,-1,3
Cc1ccc(C(=O)C[n+]2cccc(C(N)=O)c2)cc1,0.3,3.5,0.7,-1,0.1,3,-0.4,-1.8,-1.1,-1,2
Cc1ccc(CN2CCN(C/C=C/c3ccc(F)cc3)CC2CCO)o1 (configuration not stated),3.3,-0.2,4.4,-7,0.4,4,1.0,-1.4,-2.5,-5,-3
CCOC(=O)c1ccc(S(=O)(=O)NCC(C)(C)N2CCOCC2)cc1,2.0,-1.6,-0.2,3,-0.2,-2,-0.4,-1.3,-0.9,1,0
CCOc1ccc(C(C(=O)NCC2CCCO2)N(Cc2cccs2)C(=O)c2snc(C(N)=O)c2N)cc1 (configuration not stated),-2.5,-1.0,-2.5,10,-0.1,-5,0.3,-1.3,-1.5,-2,-2
